# Bioassay records (PubChem BioAssay)
# MEKK2 mut-MEK5: signal of MEK5 binding to mutant human MEKK2 PB1 domain | bead flow cytometry, Alexa488-MEK5 binding to MEKK2 mutant | percent response, % at 10 µM | actives 0.35% (n = 290,000) | AID 1530; in the data active = percent response above about 24%, passing the limit was not always enough; also: inactives centre near 1; some results filed as inactive read as strong as hits; reference of the scale not given here
# M18AAP inhibitor: PfM18AAP enzyme inhibition; AID 1822; inhibition, % at 7.35 µM; actives 1.2% (n = 290,000); recombinant PfM18AAP, H-Glu-NHMec fluorogenic cleavage;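 active = inhibition above the campaign mean inhibition over all tested compounds plus 3 SD, cut at about 28% in these data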;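 also: 0% = plate median of test compound wells and 100% = 2 mM ZnCl2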
# MEKK3 PB1 HTS: modulators (inhibitors or enhancers) of MEK5 binding to human MEKK3 PB1 domain | AID 1529 | binding response (% of control), % at 10 µM | actives 1.4% (n = 290,000) | bead-based flow cytometry, Alexa488-MEK5 binding to MEKK3; actives lie on both sides; 0 = blocked by unlabeled MEK5, 100 = vehicle;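 active = binding response more than 3 SD above or below the average of its plate-row segment, actives on both sides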;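 also: Alexa488 bead fluorescence after subtracting the streptavidin-only scavenger bead signal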
# Target sequence (Q99759 whole entry, looked up, the tested form may be a part): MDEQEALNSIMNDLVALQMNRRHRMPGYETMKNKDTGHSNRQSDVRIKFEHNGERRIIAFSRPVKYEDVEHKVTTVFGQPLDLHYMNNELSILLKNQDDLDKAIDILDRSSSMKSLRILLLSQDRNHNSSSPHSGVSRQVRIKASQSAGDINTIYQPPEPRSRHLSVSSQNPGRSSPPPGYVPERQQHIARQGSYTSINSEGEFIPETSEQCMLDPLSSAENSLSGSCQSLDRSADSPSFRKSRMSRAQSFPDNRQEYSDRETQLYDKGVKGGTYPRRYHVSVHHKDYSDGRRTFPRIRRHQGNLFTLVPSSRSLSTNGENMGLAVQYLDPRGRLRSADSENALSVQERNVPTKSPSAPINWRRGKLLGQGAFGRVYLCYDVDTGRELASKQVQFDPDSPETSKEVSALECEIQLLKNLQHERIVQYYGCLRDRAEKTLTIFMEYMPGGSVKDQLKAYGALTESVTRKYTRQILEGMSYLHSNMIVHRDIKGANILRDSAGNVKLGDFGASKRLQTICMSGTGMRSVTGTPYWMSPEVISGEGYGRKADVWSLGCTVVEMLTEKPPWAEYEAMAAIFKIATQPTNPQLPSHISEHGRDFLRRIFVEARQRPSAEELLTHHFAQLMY
# NALP1 inh: inhibitors of NALP1 inflammasome in yeast; actives 0.61% (n = 280,000); S. cerevisiae NALP1/ASC/caspase-1 growth, X-gal OD620, 72 h; inhibition, % at 10 µM; AID 2071; in the data active = inhibition mostly above about 24%, no sharp cut-off; inactive = mostly below about 32%; also: some compounds called inactive have numbers as strong as hits
# OXTR agonist: human OXTR agonism. CHO-OTR cells, Fluo-8 calcium fluorescence; normalized: DMSO 0%, oxytocin 100%. AID 2435. activation, % at 3 µM. actives 0.32% (n = 320,000);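 active = activation above the mean of all tested compounds plus 3 SD, cutoff set per screening run, cut at about 20% in these data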;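 also: peak over basal fluorescence ratio from a 100 s FLIPR kinetic read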
# MEKK2 WT-MEK5: raises or lowers MEK5 binding to wildtype human MEKK2 PB1 domain. Q9Y2U5. bead flow cytometry, Alexa488-MEK5 binding to MEKK2 WT; actives lie on both sides. binding response (% of control), % at 10 µM. actives 1.1% (n = 290,000). AID 1531; in the data active = binding response below about 67% or above about 130%
# GPR7 antagonist: antagonists of human GPR7 (neuropeptides B/W receptor 1); P48145; GPR7-expressing cells, fluorescence antagonist assay; inhibition, % at 4.4 µM; actives 1.1% (n = 290,000); AID 1861; in the data active = inhibition above about 16%, passing the limit was not always enough;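 also: cells stimulated with the agonist NPW; 0% = agonist with vehicle and 100% = vehicle without agonist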
# DNA FID counter: counter-screen for HCV NS3 helicase inhibitors: DNA intercalator displacement | inhibition, % at 7.9 µM | actives 0.17% (n = 290,000) | DNA fluorescent intercalator displacement, fluorescence; in the data active = inhibition above about 37%;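 also: 0% = vehicle and 100% = reference compound; higher means more ethidium bromide displaced from hairpin DNA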
# PHOSPHO1 block: inhibitors of human PHOSPHO1 phosphatase; Q8TCT1; recombinant PHOSPHO1, absorbance phosphatase assay; inhibition, % at 13.3 µM; actives 1.1% (n = 290,000); AID 1565; in the data active = inhibition above about 60%
# Target sequence (Q8TCT1 whole entry, looked up): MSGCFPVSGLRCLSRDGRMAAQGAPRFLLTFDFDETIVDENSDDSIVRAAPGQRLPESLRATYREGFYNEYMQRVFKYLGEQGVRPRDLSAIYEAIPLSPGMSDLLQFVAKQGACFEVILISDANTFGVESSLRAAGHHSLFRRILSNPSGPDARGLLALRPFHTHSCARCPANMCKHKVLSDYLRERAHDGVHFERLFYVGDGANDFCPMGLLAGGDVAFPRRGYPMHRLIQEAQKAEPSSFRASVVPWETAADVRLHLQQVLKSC
# Starred values were filed as active, the others as inactive; · = no result given. Outcome played no part in choosing rows, and some 6.2% of all compounds hit somewhere here.
# Below each compound: OXTR agonist	DNA FID counter	M18AAP inhibitor	PHOSPHO1 block	NALP1 inh	MEKK2 WT-MEK5	MEKK2 mut-MEK5	GPR7 antagonist	MEKK3 PB1 HTS
- COc1cc(OC)cc(C(=O)Nc2ccc(N3CCN(C(=O)c4cccs4)CC3)cc2)c1
    -0.2	-34	-3	33	23	88	2	3	91
- CC(C)CC(=O)Nc1cccc(-c2nc3ncccc3o2)c1
    6.2	-17	-1	39	2	104	9	5	104
- Cc1ccc(-c2noc(C3CCCN(C(=O)c4cccc(F)c4)C3)n2)cc1 (stereo unspecified)
    5.1	-34	-14	·	·	111	4	-1	111
- O=C(O)CC12CC3CC(C1)CC(n1ncc(NCc4ccc(F)cc4)c(Cl)c1=O)(C3)C2
    0.0	-60	-3	53	6	109	4	-8	103
- CCOc1cc(/C=N/NC(=O)C(=O)NCc2ccc3c(c2)OCO3)ccc1OCC(=O)N1CCOCC1
    -1.4	-49	3	20	26	95	-2	-6	96
- COCc1cc(C)nc2sc3c(=O)n(-c4cccc5ccccc45)nnc3c12
    0.8	-9	11	15	19	97	-3	-7	94
- CC(C)C(NS(=O)(=O)c1cccc2nsnc12)C(=O)NC1CCCCC1 (stereo unspecified)
    -0.1	-5	4	-28	0	101	-1	1	101
- CC1Sc2ccc(S(=O)(=O)N(C)Cc3ccccc3)cc2NC1=O (stereo unspecified)
    3.2	-25	7	17	14	99	0	7	104
- COc1cc2[nH]c3c(N4CCN(c5ccc(Cl)cc5)CC4)ncnc3c2cc1OC
    4.8	1	1	16	4	157*	24*	-11	111
- Cc1cc(=O)oc2c3c(cc(OCC(=O)N[C@@H](C)C(=O)O)c12)OC(C)(C)CC3
    ·	-38	3	27	6	109	16	-14	107
- CCOc1ccc(NS(=O)(=O)c2ccc(N)cc2)cc1
    3.6	-1	2	-7	0	111	3	-10	113
- CC(=O)N1CCN(C(=O)C2(NC(=O)Nc3ccc(C)cc3)CCCCC2)CC1
    -0.1	-13	3	35	-16	90	-3	-11	99
- Cc1cc[n+](CC(=O)c2cccc([N+](=O)[O-])c2)c2ccccc12
    2.0	6	4	51	19	99	1	-10	95
- CCn1c(CSc2n[nH]c(N)n2)nc2cc(C(=O)O)ccc21
    0.7	-4	28	-101	-4	95	-7	4	86
- COC(=O)c1ccc(COc2ccc(/C=N/Nc3nc(C)cc(=O)[nH]3)cc2)cc1
    -0.3	-11	-7	-8	13	93	-3	-1	97
- CCOC(=O)c1nn(-c2ccc(C)cc2)cc1C(=O)c1ccccc1
    -1.4	-25	-3	-2	56	95	-8	-1	98
- COC(=O)c1[nH]c(C)c(/C(O)=C2\C(=O)C(=O)N(CCN(C)C)C2c2cc(OC)ccc2OC)c1C (stereo unspecified)
    0.4	-4	6	10	18	100	-2	-3	100
- CC(C)C(OC(=O)C1=Cc2ccccc2OC1)C(=O)NC1CCCC1 (stereo unspecified)
    -2.0	1	0	-2	21	109	3	-2	131*
- Cn1c(=O)oc2cc(S(=O)(=O)CCC(=O)N3CCN(c4ccccc4F)CC3)ccc21
    -0.2	-44	12	20	10	100	-6	21	98
- C=CCSC1=C(C#N)C(c2ccc(C(C)C)cc2)CC(=O)N1 (stereo unspecified)
    -1.7	-12	-5	13	-8	97	4	0	100

# (next part)
# Below each compound: OXTR agonist	DNA FID counter	M18AAP inhibitor	PHOSPHO1 block	NALP1 inh	MEKK2 WT-MEK5	MEKK2 mut-MEK5	GPR7 antagonist	MEKK3 PB1 HTS
- CCOc1cc2[nH]c(=O)n(CCCCC(=O)NC3CCCCCC3)c(=O)c2cc1OCC
    -1.9	-11	-4	-1	7	100	-8	2	100
- O=C(O)C1Cc2ccccc2CN1S(=O)(=O)c1ccc(Cl)cc1 (stereo unspecified)
    -0.4	-29	-16	-80	-14	99	-6	-7	101
- Cc1cc(Cl)ccc1OCC(=O)Nc1ccccc1CO
    10	-6	1	-6	14	93	-5	-16	91
- CCOc1c2ccc(C(=O)NCc3ccc(OC(F)(F)F)cc3)cc2nn1C
    -1.2	-19	-1	38	15	97	-2	-8	100
- CCOC(=O)C1CCN(c2c(Nc3ccc(C)c(C)c3)c(=O)c2=O)CC1
    -0.2	-24	13	42	·	97	-3	-16	99
- COc1ccc(O)c(CN2CCN(CCCc3ccccc3)C(CCO)C2)c1 (stereo unspecified)
    -0.6	4	3	·	-12	106	7	4	97
- Cc1cccn2c(=O)c3cc(C(=O)NC4CCCCC4)c(=N)n(Cc4ccccc4)c3nc12
    -0.3	2	-4	10	13	79	-2	-4	97
- CCCCOCCCNC(=O)COc1ccccc1
    -1.0	-6	-8	3	18	98	-4	4	96
- O=C(N/N=C/c1ccc2c(c1)OCO2)c1cccnc1
    0.2	-1	-7	10	7	93	-2	-9	99
- CCOC(=O)N1CCC(N2C(=O)c3ccc(C(=O)Nc4ccc(OC)c(OC)c4)cc3C2=O)CC1
    0.2	-6	12	34	-3	101	5	-1	99
- CCCCCCn1c(CN2CCCCC2)nc2c1c(=O)n(C)c(=O)n2C
    -1.9	-7	-3	·	·	93	-1	1	96
- CCN(CC)C(=O)Cn1c(=O)n(Cc2ccc(F)cc2)c(=O)c2sccc21
    1.6	-11	-5	·	-24	100	0	4	100
- COc1ccc(-c2cc(=O)oc3c(C)c(OCC(=O)NCCCn4ccnc4)ccc23)cc1
    2.9	18	0	13	8	100	3	0	99
- CN1CCN(C(=O)c2ccc3c(c2)N(Cc2ccccc2)CCS3)CC1
    0.2	8	-11	15	24	101	2	2	103
- O=C(COC(=O)CNC(=O)C12CC3CC(CC(C3)C1)C2)Nc1ccccc1
    -1.2	-17	-1	8	·	104	4	-2	100
- N#CC1=C(N)Oc2[nH]c(=S)[nH]c(=O)c2C12C(=O)Nc1ccccc12 (stereo unspecified)
    1.8	-3	3	22	14	83	-7	-1	98
- O=C1CC(N2CCN(c3cccc(C(F)(F)F)c3)CC2)C(=O)N1c1ccccc1F (stereo unspecified)
    2.9	-39	5	-7	-15	95	2	5	96
- COC(=O)CSC(C)C(=O)Nc1nnc(C(C)C)s1 (stereo unspecified)
    -0.4	-12	0	-11	2	107	-2	-8	106
- Cc1cc(C)n(C(=O)CNC(=O)C(c2ccccc2)c2ccccc2)n1
    -2.4	-14	7	-4	-11	104	1	-5	98
- Cc1cc([N+](=O)[O-])nn1CC(=O)N1CCc2ccccc2C1
    -0.4	3	2	-14	4	100	3	2	101

# 3 entries out of the list, ordered by SMILES length, lowest first:
# Below each compound: OXTR agonist	DNA FID counter	M18AAP inhibitor	PHOSPHO1 block	NALP1 inh	MEKK2 WT-MEK5	MEKK2 mut-MEK5	GPR7 antagonist	MEKK3 PB1 HTS
- CCCCCCn1c(CN2CCCCC2)nc2c1c(=O)n(C)c(=O)n2C
    -1.9	-7	-3	·	·	93	-1	1	96
- CCOc1c2ccc(C(=O)NCc3ccc(OC(F)(F)F)cc3)cc2nn1C
    -1.2	-19	-1	38	15	97	-2	-8	100
- CCOC(=O)C1CCN(c2c(Nc3ccc(C)c(C)c3)c(=O)c2=O)CC1
    -0.2	-24	13	42	·	97	-3	-16	99

# (list continues)
# Below each compound: OXTR agonist	DNA FID counter	M18AAP inhibitor	PHOSPHO1 block	NALP1 inh	MEKK2 WT-MEK5	MEKK2 mut-MEK5	GPR7 antagonist	MEKK3 PB1 HTS
- COc1cccc(N(CC(=O)NC2CCCCC2)C(=O)Cn2nnc(-c3ccc(C)o3)n2)c1
    ·	-35	12	27	-4	99	3	-7	104
- CN(C)S(=O)(=O)c1cccc(NC(=O)COC(=O)c2cc(=O)c3ccccc3o2)c1
    0.8	5	0	20	-5	96	0	-13	99
- CS(=O)(=O)N(CC(=O)N1CCC(C(N)=O)CC1)c1cc(C(F)(F)F)ccc1Cl
    1.1	1	2	5	14	96	-7	-10	100
- Cc1cc2c(=O)n(C)c(SCC(=O)Nc3cccc(O)c3)nc2s1
    4.5	-6	5	40	-10	108	3	-1	102
- NCC(O)(c1ccc(Cl)cc1)c1ccc(Cl)cc1
    16	21	-2	-1	9	119	-4	14	104
- CCCC(C(=O)OCCN(CC)CC)(c1ccccc1)c1ccccc1
    -0.7	·	·	·	·	128	7	·	109
- CC(=O)c1cc(F)c(N2CCN(C(=O)COc3ccc(F)cc3)CC2)cc1C
    11	-29	-7	-1	5	104	1	-5	97
- Cc1ccc(C(=O)NC2CCN(CC(=O)Nc3c(C)cc(C)cc3C)CC2)cc1
    -1.0	-9	-11	34	7	106	2	-20	105
- CN(c1ccccc1)S(=O)(=O)c1ccc(C(=O)Nc2nnc(C3CC3)o2)cc1
    -1.7	-24	-5	21	-2	·	·	-4	·
- CCn1c(=O)n(CC)c2cc(N3CCCC3)c(NC(=O)c3cccc(OC)c3)cc21
    -3.3	-35	20	34	22	103	1	3	101
- Cn1c2ccccc2c(=O)c2c(=O)n(-c3ccccc3)c(-c3ccc(C(C)(C)C)cc3)nc21
    -2.3	-17	-6	20	3	85	-1	0	102
- CCOC(=O)CSc1nc2ccc(C)cc2[nH]1
    -0.1	-1	-2	-20	24	100	2	-2	102
- CC(CN1C(C)CCCC1C)OC(=O)c1ccccc1F (stereo unspecified)
    -0.7	-4	3	5	9	106	6	-7	102
- CCOC(=O)c1cc(C(C)(C)C)nc(SC)c1C#N
    -4.1	-8	-5	25	-1	103	3	-19	104
- Cc1ccc(NC(=O)CSc2nc3ccccc3nc2N2CCOCC2)cc1
    -2.0	-38	-5	31	9	95	-5	-2	96
- CCOc1ccc(NC(=O)CN2CCN(CC(=O)Nc3ccc(C(N)=O)cc3)CC2)cc1
    ·	-14	-15	11	18	103	-1	3	104
- COc1ccc(-c2sc3ccccc3c2C#CC2(O)CCCCC2)cc1
    -1.2	-24	-3	21	26	95	-1	-21	100
- CCCCCOC(=O)c1[nH]c2c(c1C)C(=O)CC(c1ccco1)C2 (stereo unspecified)
    -2.1	-37	-9	-14	18	101	-3	-9	106
- COc1cc(NS(=O)(=O)c2ccc(NC(=O)c3cccs3)cc2)nc(OC)n1
    0.5	-8	-14	37	4	90	-10	-6	91
- O=C(Nc1c2c(nn1-c1ccccc1)CS(=O)C2)c1ccco1 (stereo unspecified)
    0.2	-12	9	14	4	105	6	-10	102

# Next section.
# Below each compound: OXTR agonist	DNA FID counter	M18AAP inhibitor	PHOSPHO1 block	NALP1 inh	MEKK2 WT-MEK5	MEKK2 mut-MEK5	GPR7 antagonist	MEKK3 PB1 HTS
- CC(C)C[C@@]12C(=O)N(c3ccc(Br)cc3)C(=O)N1[C@H](c1ccc(Br)cc1)[C@@H]1C(=O)N(C(C)(C)C)C(=O)[C@@H]12
    -0.2	-20	3	10	2	98	-2	-6	106
- COc1ccc(/C=C/C(=O)c2ccccn2)cc1
    -0.2	-15	-3	16	-38	95	-5	-6	102
- CCc1nc(SCC(=O)NC2CCCC2)c2oc3ccccc3c2n1
    0.8	-11	-2	22	14	107	5	-1	103
- CCOC(=O)Cn1c(C)cc(=O)c2ccccc21
    3.8	-2	2	24	14	99	1	-15	103
- O=C(O)c1[nH]c2ccc(Cl)cc2c1CC(=O)N1CCN(C(=O)c2ccco2)CC1
    -0.5	-34	-14	11	10	104	4	-13	102
- COc1cccc(C(=O)N2CCC(n3nccc3NC(=O)C3CCOC3)CC2)c1 (stereo unspecified)
    0.9	-6	0	41	7	100	3	-13	99
- Cc1ccc(-c2nc3[nH]c(=O)cc(NC(=O)C(C)C)n3n2)cc1
    0.8	-3	4	32	·	95	-18	1	93
- O=C(/C=N/O)NCc1ccncc1
    -0.5	-3	7	7	9	125	15	-25	123*
- O=C(CCS(=O)(=O)c1ccc(Cl)cc1)OCC(=O)N1CCCCC1
    -0.1	-5	-6	-27	0	107	3	3	102
- N#Cc1c(C#N)c(-c2ccccc2)n(-c2ccccc2)c1N
    -1.4	2	-2	18	26	104	20	-6	102
- CCN(CC)C(=O)CN(C)S(=O)(=O)c1cccc2nsnc12
    -0.5	-5	0	4	19	101	-1	-1	101
- Cc1ccc(SCCNC(=O)c2ccc(CN3CCOCC3)cc2)cc1
    0.9	-9	-8	-16	-6	104	3	4	104
